HEK cytotox: HEK 293 cell cytotoxicity. HEK 293 viability, ATP luminescence (CellTiter-Glo), 48-72 h. Potency, µM (top dose mostly 115 µM), inactives show top-dose activity change, negative = cytotoxicity, most hits filed as inhibitors. hit rate 6.6% among 94,000; note: potency is the fitted concentration of half-maximal effect; nearly all actives have a fitted effect of over 60% in size
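Cytotoxicity was scored by loss of ATP-coupled luminescence (CellTiter-Glo) in HEK 293 cells. Compound treatment ran 48 or 72 hr at 37 degree Celsius, 5% CO2, 95% humidity.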
3T3 cytotox: kills NIH 3T3 cells; Potency, µM (top dose mostly 96.7 µM), inactives show top-dose activity change, negative = cytotoxicity, usual class: inhibitors; hit rate 4.3% among 94,000; NIH 3T3 viability, CellTiter-Glo ATP luminescence, 48-72 h; note: potency is the fitted concentration of half-maximal effect; nearly all actives have a fitted effect of over 55% in size
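Viability of NIH 3T3 cells after 48 or 72 hr compound treatment at 37 °C was assessed by CellTiter-Glo, with luminescence imaged following a 10 min room-temperature step.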
HEK293 viab: cell viability loss counter-screen; HEK-293-SNCA-luc viability, GF-AFC fluorescence, 24 h; Potency, µM (top dose mostly 57.1 µM), inactives show at the highest dose activity change, negative = cytotoxicity, usual class: cytotoxic; hit rate 0.12% among 150,000;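 note: potency is the fitted concentration of half-maximal effect; 0% = DMSO-treated cells and -100% = medium-only wells without cells; nearly all actives have a fitted effect of over 30% in size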
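HEK-293-SNCA-luc cells (1500/well) plated 24 h, then exposed 24 h to a dilution series; GF-AFC added 30 min at 37C, fluorescence 405/540 nm; normalised to medium-only and DMSO wells, Hill fit.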
Luciferase inh: Photinus pyralis luciferase inhibition. P08659. purified P. pyralis luciferase, luminescence, biochemical. Potency, µM (titrated, usually from 115 µM), for inactives: at the highest dose activity change, negative = inhibition, usual class: inhibitors. hit rate 2.5% among 76,000. AID 1347043; note: potency is the fitted concentration of half-maximal effect; nearly all actives have a fitted effect of over 65% in size
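Inhibitors were tested against purified firefly luciferase in a biochemical, low-substrate format (both substrates at 10uM) and luminescence measured with a CCD imager.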
SNCA expr inh: SNCA gene expression inhibition | HEK-293 SNCA-luciferase knock-in, luminescence, 24 h | Potency, µM (series often up to 57.2 µM), without a hit: at the top dose activity change, negative = inhibition, most hits filed as inhibitors | hit rate 0.17% among 140,000;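 note: potency is the fitted concentration of half-maximal effect; plate controls were DMSO cells for no effect and cell-free wells for full effect; nearly all actives have a fitted effect of over 45% in size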
IP6K1 inhibitor: IP6K1 kinase inhibition; Q92551; hit rate 0.81% among 140,000; activity change, % (series mostly up to about 58 µM); IP6K1 kinase, ADP-Glo luminescence, 2 h; stronger effect = lower value; in the data active = activity change below about -25%
Target sequence (Q92551 whole entry, looked up): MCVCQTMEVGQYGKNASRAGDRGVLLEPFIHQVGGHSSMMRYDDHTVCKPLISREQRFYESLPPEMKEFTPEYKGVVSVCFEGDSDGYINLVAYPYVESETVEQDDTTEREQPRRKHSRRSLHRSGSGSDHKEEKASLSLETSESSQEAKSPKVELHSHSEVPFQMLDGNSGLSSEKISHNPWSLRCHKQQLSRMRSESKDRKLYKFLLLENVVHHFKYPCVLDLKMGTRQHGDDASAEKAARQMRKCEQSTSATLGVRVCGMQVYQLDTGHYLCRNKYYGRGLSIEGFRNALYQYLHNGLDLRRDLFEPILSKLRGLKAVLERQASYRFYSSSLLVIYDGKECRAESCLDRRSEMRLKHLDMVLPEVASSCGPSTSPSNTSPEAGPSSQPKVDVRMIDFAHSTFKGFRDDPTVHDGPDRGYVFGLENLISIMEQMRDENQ
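ADP-Glo luminescence measures ADP made by human IP6K1 during a 2 h RT reaction with ATP/IP6 (mix at 1.3 mM/130 uM); top library doses 57.5 and 19.1 uM final.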
GPT2 inh: GPT2 alanine aminotransferase inhibition; Q8TD30; hit rate 0.25% among 100,000; Potency, µM (top dose mostly 57.7 µM), without a hit: at the highest dose activity change, negative = inhibition, hits mostly inhibitors; Recombinant GPT2, coupled pyruvate oxidase/HRP Amplex Red fluorescence; note: potency is the fitted concentration of half-maximal effect; nearly all actives have a fitted effect of over 60% in size; many of its hits are not listed in these tables
Target sequence (Q8TD30 whole entry, looked up): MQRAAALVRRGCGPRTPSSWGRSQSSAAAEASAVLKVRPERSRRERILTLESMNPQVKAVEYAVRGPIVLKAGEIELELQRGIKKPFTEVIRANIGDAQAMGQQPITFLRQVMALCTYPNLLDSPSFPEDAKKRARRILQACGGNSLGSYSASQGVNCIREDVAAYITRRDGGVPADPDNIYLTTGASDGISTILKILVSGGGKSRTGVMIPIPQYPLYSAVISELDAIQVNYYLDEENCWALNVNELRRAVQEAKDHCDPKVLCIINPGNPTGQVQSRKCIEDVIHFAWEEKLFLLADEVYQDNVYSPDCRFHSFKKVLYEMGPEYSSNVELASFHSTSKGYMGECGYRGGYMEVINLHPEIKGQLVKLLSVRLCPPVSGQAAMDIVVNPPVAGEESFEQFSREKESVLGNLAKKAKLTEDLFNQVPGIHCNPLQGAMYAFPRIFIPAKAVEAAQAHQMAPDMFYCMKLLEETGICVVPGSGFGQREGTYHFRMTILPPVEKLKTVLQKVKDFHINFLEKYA
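Inhibition is scored from Amplex Red fluorescence generated when pyruvate oxidase and HRP act on pyruvate released by GPT2. Reactions contain 10ng/uL enzyme, 250uM a-KG and 2mM L-alanine and run 30 min at room temperature.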
* = called active by the depositor; i = inactive; ? = inconclusive; · = no result given; [ ] = remark or other dose. Unless noted, calls come from the whole dose curve; as a rule, active = well fitted curve in the direction sought with a large enough effect; inconclusive = small, poorly fitted or top-dose-only effect, or another doubt; inactive = no such curve, though single readings can be large; an effect the other way counts as inactive or inconclusive. Unless noted, % is set by controls: 0 for no effect and ±100 for the full control effect.

SMILES	HEK cytotox	3T3 cytotox	HEK293 viab	Luciferase inh	SNCA expr inh	IP6K1 inhibitor	GPT2 inh
O=S(=O)(N[C@H]1CO[C@H]2[C@@H]1OC[C@@H]2n1nnnc1-c1ccc2c(c1)OCO2)c1ccc2ccccc2c1	-24%	?	-1%	-11%	-5%	-12	i
Cc1ccc(S(=O)(=O)N(C)C2CCc3ccccc32)cc1 (centres undefined)	?	-28%[138 µM]	-14%[87.6 µM]	-3%[172 µM]	-17%[87.6 µM]	-3	-9%[88.5 µM]
Cn1ncc2c(C(=O)Nc3ccc(Cl)cc3)cc(-c3ccccc3C(F)(F)F)nc21	?	?	·	·	·	10	·
COCCOCc1nc(C2CCCN2C(=O)Nc2ccc(F)cc2F)no1 (centres undefined)	-7%	-15%	1%	3%	6%	13	i
CCCc1ccc(S(=O)(=O)N2CCC3(CC2)[C@H](C(=O)OCC)[C@@H](OC)C(=O)N3C)cc1	?	-24%	·	·	·	-14	·
O=c1[nH]c(C2CCN([S+](=O)([O-])c3cccc(C(F)(F)F)c3)CC2)nn1-c1ccc(Cl)cc1	1%	-13%	0%	5%	-19%	9	i
COc1ccccc1C(=O)N1CCC(C(=O)N2CCC(N3CCOCC3=O)CC2)CC1	i	-8%	0%	·	-8%	20	0%
O=C(NCC1Cn2cccc2C(=O)N1Cc1ccccc1)c1cc(F)ccc1F (centres undefined)	-21%	?	12%	-6%	7%	-8	i
Cc1cc(C[C@@H]2COC[C@@H]2NC(=O)CN(C)Cc2cccnc2)on1	i	i	-11%	1%	-1%	3	i
O=C(Nc1cccc(F)c1)Nc1ccc(=O)n2c1[C@@H]1C[C@@H](CN(C(=O)COc3ccccc3)C1)C2	?	?	-14%	13%	-30%	14	2%
CCOC(=O)CC(NC(=O)Cn1nnc(-c2ccccc2F)n1)c1ccccc1Cl (centres undefined)	·	·	?	·	-2%	8	·
Cc1ccccc1NC(=O)c1cccc2c(=O)c3c([nH]c12)CCCC3	·	·	4%	·	-11%	-1	·
CCC(CC)C(=O)N1CCC(OC2CCN(C)CC2)CC1	-1%	1%	-1%	0%	-8%	7	i
O=C1N[C@H](CCC(=O)N2CCN(CCc3ccccn3)CC2)C(=O)Nc2ccccc21	-1%	i	4%	-5%	39%[activator]	-2	4%
NC(=O)Cc1c[nH]c2ncc(-c3cccc(N4CCOCC4)c3)cc12	-8%[172 µM]	100µM*	7%[87.6 µM]	-6%[172 µM]	-12%[87.6 µM]	-21	?
Cc1cc(C)cc(C(=O)N2CCCN(C)c3ccccc32)c1	40µM*	?	-26%	-3%	?	-12	i
O=C(CCCn1c(=O)c2ccccc2n(Cc2ccc(F)cc2Cl)c1=O)NCCc1ccc(Cl)cc1	·	·	1%	·	-11%	-8	·
COc1ccccc1N1CCN(CCCNC(=O)c2cnn(-c3cccc(Cl)c3)c2C2CCN(C(=O)OC(C)(C)C)CC2)CC1	·	·	-33%	·	-22%	3	·
CCc1ccc(NC(=O)CSc2nccn2-c2ccc(F)cc2)cc1	·	·	9%	·	39%[activator]	-10	·
O[C@H]1[C@H](NCc2ccccc2)[C@H]2CO[C@H](O2)[C@@H]1Sc1ccccc1	?	-12%[138 µM]	4%[87.6 µM]	6%[172 µM]	11%[87.6 µM]	5	-20%[88.5 µM]
CCCCC[C@H](O)C=C[C@H]1[C@H](O)CC(=O)[C@H]1CC=CCCCC(=O)O	·	·	19%	·	84%[activator][25.6 µM]	10	i
CCC(CC)C(=O)Nc1ccc([C@@H](O)[C@H]2COCC(=O)N2CC)cc1	0%[172 µM]	3%[174 µM]	2%[87.6 µM]	-3%[172 µM]	-2%[87.6 µM]	10	?
CC(=O)Nc1nonc1-c1nnc(SCc2ccccc2C)n1C	·	·	-1%	·	?	15	·
Cc1c(C(=O)N(Cc2cccc(F)c2)C2CCS(=O)(=O)C2)oc2cc(Br)ccc12 (centres undefined)	·	·	-12%	·	-14%	8	·
Cc1ccc(S(=O)(=O)N2CCC(CCC(=O)NC3CC3)CC2)cc1	3%	?	8%	6%	-9%	4	i
O=C(NCC1Cn2cccc2CN1Cc1ccccc1)C1CC1 (centres undefined)	?	?	5%	?	13%	10	i
CSc1ccc(C(=O)N2CC(=O)N(Cc3ccc(C)cc3)CC(O)C2)cc1 (centres undefined)	-21%	?	·	·	·	16	·
Cc1cnc(C(=O)N2CCOCCNC(=O)[C@@H]3CCC[C@@H]32)cn1	i	i	-22%	4%	-20%	2	i
COCCCNC(=O)C1CCN(c2nc3ccc(Cl)cc3[nH]2)CC1	·	·	10%	·	20%	11	·
COCC(=O)NC1CCC12CCN(C(=O)COC)CC2 (centres undefined)	4%	i	7%	0%	-12%	-8	-8%

A second format for some results above.
Cc1ccc(S(=O)(=O)N2CCC(CCC(=O)NC3CC3)CC2)cc1
  HEK cytotox: 3%	3T3 cytotox: ?	HEK293 viab: 8%	Luciferase inh: 6%	SNCA expr inh: -9%	IP6K1 inhibitor: 4	GPT2 inh: i

O=C(NCC1Cn2cccc2CN1Cc1ccccc1)C1CC1 (centres undefined)
  HEK cytotox: ?	3T3 cytotox: ?	HEK293 viab: 5%	Luciferase inh: ?	SNCA expr inh: 13%	IP6K1 inhibitor: 10	GPT2 inh: i

CSc1ccc(C(=O)N2CC(=O)N(Cc3ccc(C)cc3)CC(O)C2)cc1 (centres undefined)
  HEK cytotox: -21%	3T3 cytotox: ?	HEK293 viab: ·	Luciferase inh: ·	SNCA expr inh: ·	IP6K1 inhibitor: 16	GPT2 inh: ·

Cc1cnc(C(=O)N2CCOCCNC(=O)[C@@H]3CCC[C@@H]32)cn1
  HEK cytotox: i	3T3 cytotox: i	HEK293 viab: -22%	Luciferase inh: 4%	SNCA expr inh: -20%	IP6K1 inhibitor: 2	GPT2 inh: i

(listing goes on)
SMILES	HEK cytotox	3T3 cytotox	HEK293 viab	Luciferase inh	SNCA expr inh	IP6K1 inhibitor	GPT2 inh
COc1cccc(S(=O)(=O)NCC2Cn3cccc3C(=O)N2C)c1 (centres undefined)	-8%	-16%	6%	4%	22%	3	2%
O=C(NCc1ccccc1Cl)c1nc2sccn2c1-c1ccc(F)cc1	-9%	-31%	4%	·	0%	15	i
COc1ccccc1-c1cc(C(=O)NCCCc2ccccc2)nn2cnnc12	?	?	-8%[12.5 µM]	·	?	-2	4%
CCn1ccc(C(=O)N2CC(N(C3CCOCC3)S(C)(=O)=O)C2)n1	-22%	-14%	-6%	-2%	7%	13	i
CCCCCC(=O)N1CCC(=O)N(CC(=O)OCC)c2ccccc2C(OC)C1 (centres undefined)	?	?	?	·	-3%[25.6 µM]	-4	4%[27.3 µM]
O=C(NCCc1ccccc1)C1CCC(=O)N(CCCN2CCOCC2)C1 (centres undefined)	3%	3%	-8%	7%	5%	33	?
O=C(NCCCc1ccccn1)c1ccc(C2CCCNC2)cc1 (centres undefined)	4%	-4%	2%	?	100%[activator]	-5	i
O=C1NC2(CCN(S(=O)(=O)c3ccccc3)CC2)Oc2ccccc21	?	?	-1%	-10%	-5%	11	1%
Cc1ccc(CN2C(=O)c3ccccc3S(=O)(=O)c3ccc(C(=O)OCC4CCCO4)cc32)cc1 (centres undefined)	·	·	-4%	·	45%[activator]	6	·
CCc1c(C(=O)NCCc2ccc(N3CCCCC3)cc2)[nH]c2ccc(Cl)cc12	·	·	3%	·	-15%	·	4%
CN(c1ccccc1)c1cc(=O)c2ccnc(NCCc3ccccn3)c2o1	?	25µM*	2%[87.6 µM]	-10%[172 µM]	2%[87.6 µM]	-3	4%[88.5 µM]
COc1ccc(-c2nc3c(c(SCC(=O)Nc4ccc(C(=O)O)cc4)n2)Cc2ccccc2O3)cc1	·	·	4%	·	5%	2	·
O=C(C1CCCN1C(=O)c1ccccc1Cl)N1CCC(c2nc3ccncc3[nH]2)CC1 (centres undefined)	-4%	-21%	-9%	·	-12%	6	0%
CNC(=O)[C@@H]1CN(Cc2ccccc2OC(F)(F)F)C[C@H]1CO	-5%	-3%	5%	5%	-30%	17	i
O=C(c1ccccc1)N1Cc2ccccc2CC2(CCN(Cc3ccccn3)C2)C1 (centres undefined)	-64%	-43%	?	·	1%	10	?
Cc1ccc2c(C(=O)N3CCCCCC3)cc(NC(=O)C3CC3)cc2n1	-3%	-17%	-7%	6%	4%	-2	-7%
Cc1ccc(C(=O)Nc2nnc(S(=O)(=O)N3CCCCCC3)s2)cc1	·	·	-6%	·	66%[activator]	17	·
CC(C)Oc1ccc2c(NC(=O)Cn3cccnc3=O)nn(CC(F)(F)F)c2c1	-19%	?	-2%	14%	4%	18	-1%
COC(=O)c1ccc(NC(=O)c2c(NCc3cccc(F)c3)sc3c2CCCC3)cc1	·	·	-21%	·	8%	-4	·
O=C1CCN(S(=O)(=O)c2ccccc2)CCCN(Cc2ccncc2F)CCN1	-3%	-4%	1%	4%	10%	14	i
Cc1ccc(NC(=O)N2CCC(Oc3ncccc3C(=O)N3CCOCC3)C2)c(Cl)c1 (centres undefined)	-1%	-5%	9%	-4%	-12%	43	-8%
Cc1ccc(C(=O)N2CCCCC2CCN2CCCCC2)cc1 (centres undefined)	·	·	-24%	·	0%	-12	·
O=C(CN1CC2CC(C1)[C@H]1CCCC(=O)N1C2)NCc1ccccn1 (some centres undefined)	-1%	-6%	6%	1%	9%	9	i
O=C(NC1CCCC1)N1CCCCC1c1nc(-c2ccncc2)n[nH]1 (centres undefined)	6%	i	5%	0%	20%	-1	4%
Cc1nnc(NC(=O)CSc2nccn2Cc2ccc(F)cc2)s1	·	·	4%	·	-13%	-13	·
CC(=O)N1CC2(CCN(Cc3cccnc3)CC2)Cc2ccccc21	1%	?	-6%	·	7%	2	i
C[C@](N)(Cc1ccc(O)cc1)C(=O)O	·	·	-1%	·	4%	0	-2%
CCOC(=O)c1cc(C)n(CC2CCC(C(=O)Nc3ccc(Cl)cc3)CC2)c1C (centres undefined)	·	·	?	·	-33%	-7	·
Cc1n[nH]c(C)c1CNC(=O)CCC1CCCN(S(=O)(=O)c2ccccc2F)C1 (centres undefined)	0%	-16%	5%	-3%	?	27	-28%
Cc1nn(C)c(C)c1CCN(C)C(=O)C12CCCC=C1N(C1CCCC1)C(=O)CC2 (centres undefined)	?	-14%	-13%	2%	6%	-3	-13%
O=C([C@@H]1C[C@H](Oc2cccnc2)CN1C(=O)NC1CCCCC1)N1CCCC1	-16%	-21%	-15%	-12%	22%	-2	-6%
CCN(CC)CCCNC(=O)c1c2c(nc3ccccc13)C(=O)N(C1CCCCC1)C2	·	·	?	·	24%	-6	·
CCC[C@@H]1CN(C(=O)c2cccc(N3CCS(=O)(=O)CC3)c2)C[C@H]1N(C)C	-2%	-7%	-20%	-3%	5%	8	?

Gathered by group: the entries above containing two or more sulfur atoms
SMILES	HEK cytotox	3T3 cytotox	HEK293 viab	Luciferase inh	SNCA expr inh	IP6K1 inhibitor	GPT2 inh
Cc1ccc(C(=O)Nc2nnc(S(=O)(=O)N3CCCCCC3)s2)cc1	·	·	-6%	·	66%[activator]	17	·
Cc1nnc(NC(=O)CSc2nccn2Cc2ccc(F)cc2)s1	·	·	4%	·	-13%	-13	·

These rows are one share of the data, so the mix of outcomes need not match the whole.
